# Vif inh – blocks HIV Vif function; HEK293T cells, Vif self-association by quenched fluorescence, imaging, 24 h; AID 602346; inhibition, % at 7.49 µM; 340,000 tested, 0.35% active; in the data active = inhibition above about 50%, passing the limit was not always enough; note: some results filed as inactive read as strong as hits
# Exocytosis inh – lytic granule exocytosis inhibition; TALL-104 LAMP-1 surface exposure, flow cytometry; cells stimulated with thapsigargin and PMA; 360,000 tested, 0.66% active; AID 651702; inhibition, % at 10 µM;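 active = inhibition above about 55%, limit read from the data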
# aDG glyco up – alpha-DG glycosylation activation | Pro5-aDG cells, alpha-DG glycosylation AlphaScreen (IIH6); 0% Pro5, 100% B10-LARGE cell signal | activation, % at 10 µM | 360,000 tested, 0.22% active;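 active = activation of at least 8% versus controls, or a plate z-score of at least 8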;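 note: Pro5 are CHO cells carrying HIG-tagged alpha-DG that lacks glycosylation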
# NOD2-RIPK2 inh – inhibitors of human NOD2-RIPK2 interaction | O43353 | CHO BLA complementation NOD2-RIPK2, CCF4 ratio | inhibition, % at 4.98 µM | 360,000 tested, 0.38% active | AID 624267; in the data active = inhibition above about 21%;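 note: 0% = vehicle only and 100% = reference blocker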
# TLR9-MyD88 block – blocks human TLR9 binding to MyD88; inhibition, % at 4.98 µM; 340,000 tested, 0.21% active; Q9NR96+Q99836; CHO BLA complementation TLR9-MyD88, CCF4 FRET ratio; AID 504734;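 active = inhibition above the mean over all tested compounds plus 3 SD, cut at about 21% in these data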;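 note: 0% = DMSO only wells and 100% = clavulanate BLA inhibitor control wells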
# N-glyco inh – N-linked glycosylation inhibition | 360,000 tested, 0.23% active | reporter increase, % at 12.5 µM | D54 ERlucT glycosylation luciferase reporter, 24 h; percent of 100 nM tunicamycin response;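 active = mean luciferase reporter signal, scaled so untreated is 0 and the glycosylation-blocking control 100, at or above a set limit in every replicate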;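 note: luciferase carries N-glycosylation sites so blocking glycosylation raises the light; 0% = median of neutral control wells and 100% = median of 100 nM tunicamycin wells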
# MC4R antag cAMP – human MC4R antagonism in cAMP assay. P32245. MC4R-expressing cells, MTII-stimulated cAMP, LANCE TR-FRET. inhibition, % at 6.5 µM. 360,000 tested, 0.48% active;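 active = inhibition above its plate's cutoff, the mean of tested wells on that plate plus 3 SD, cut at about 29% in these data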;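 note: 0% = Melanotan II alone and 100% = Melanotan II plus saturating MCL0020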
#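 Material: human MC4R-expressing U2OS cells. Probe or stimulus: Melanotan II challenge. Dosing: 6.5 µM single dose. Times: 30-min compound, 1-h challenge, 1-h detection, room temperature. Technique: TR-FRET with Eu-cAMP and labeled anti-cAMP, 671 nm. Replication: singlicate.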
# ABCB6 inh MLPCN – blocks the human ABCB6 transporter; fluorescence ratio to DMSO, % at 10 µM; Q9NP58; K562-ABCB6 porphyrin accumulation, flow cytometry, 1 h; stronger effect = lower value; 360,000 tested, 0.19% active;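 active = fluorescence ratio to DMSO below 75%, the collection mean minus 3 SD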;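 note: signal is porphyrin accumulated inside mitochondria; 100% equals median channel fluorescence of DMSO control wells; lower ratio means ABCB6 inhibition with less porphyrin fluorescence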
# MC4R ag barr – agonists of human melanocortin 4 receptor (MC4R) beta-arrestin; AID 540308; activation, % at 8.9 µM; U2OS MC4R beta-arrestin complementation, luminescence; percent of melanotan II response, DMSO zero; 360,000 tested, 0.98% active;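 active = activation above a per-plate cutoff, the mean activation of sample wells on that plate plus 3 SD, cut at about 8% in these data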
# ABHD5-PLIN5 inh – ABHD5-PLIN5 protein interaction inhibition. AID 602281. inhibition, % at 4 µM. 360,000 tested, 0.78% active. Q00G26+Q8WTS1. Split G. princeps luciferase complementation, luminescence, 4 h;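 active = inhibition above the mean inhibition across every tested compound plus 3 SD, cut at about 22% in these data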;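 note: 0% = DMSO only wells and the 100% control is not disclosed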
# Target sequence (Q00G26 whole entry, looked up): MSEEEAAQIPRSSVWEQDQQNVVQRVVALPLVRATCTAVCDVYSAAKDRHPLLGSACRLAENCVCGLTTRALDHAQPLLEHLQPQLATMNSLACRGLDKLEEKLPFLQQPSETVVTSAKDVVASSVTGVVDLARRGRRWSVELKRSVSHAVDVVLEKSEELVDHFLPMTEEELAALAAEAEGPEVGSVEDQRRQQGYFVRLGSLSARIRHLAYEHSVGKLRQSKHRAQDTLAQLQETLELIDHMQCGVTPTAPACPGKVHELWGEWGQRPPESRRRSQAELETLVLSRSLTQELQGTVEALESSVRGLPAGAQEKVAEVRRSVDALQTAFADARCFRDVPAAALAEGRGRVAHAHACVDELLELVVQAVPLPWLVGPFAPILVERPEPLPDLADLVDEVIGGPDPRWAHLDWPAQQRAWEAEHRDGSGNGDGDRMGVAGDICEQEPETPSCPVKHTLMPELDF
# Target sequence (Q8WTS1 whole entry, looked up): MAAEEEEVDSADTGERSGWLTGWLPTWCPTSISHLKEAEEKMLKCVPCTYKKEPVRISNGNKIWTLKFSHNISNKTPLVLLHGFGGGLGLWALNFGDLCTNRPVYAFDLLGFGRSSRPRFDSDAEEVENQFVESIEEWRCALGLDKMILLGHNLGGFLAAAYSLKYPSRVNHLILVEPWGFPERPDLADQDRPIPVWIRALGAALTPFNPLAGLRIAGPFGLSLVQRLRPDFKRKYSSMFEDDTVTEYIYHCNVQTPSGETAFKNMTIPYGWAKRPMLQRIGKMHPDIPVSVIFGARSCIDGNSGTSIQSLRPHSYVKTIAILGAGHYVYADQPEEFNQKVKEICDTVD
# * marks the source's active call; other numbers are inactive results; x = not tested or not shown.
SMILES,Vif inh,Exocytosis inh,aDG glyco up,NOD2-RIPK2 inh,TLR9-MyD88 block,N-glyco inh,MC4R antag cAMP,ABCB6 inh MLPCN,MC4R ag barr,ABHD5-PLIN5 inh
O=C(c1ccc(F)c(S(=O)(=O)N2CCOCC2)c1)N(c1ccccc1)c1ccccn1,-3,0,-0.2,1,-5,1,1,96,-3.7,-6
COc1ccc(CNC(=O)c2cc(C)nn2-c2ccccc2)cc1,-5,-2,-0.1,-9,-2,0,15,98,-1.4,-2
Cc1ccc(C(=O)Nc2nc(-c3ccccn3)cs2)cc1S(=O)(=O)N1CCOCC1,-13,9,2.5,5,-8,-8,10,112,0.9,-7
O=C(NNc1ncc(C(F)(F)F)cc1Cl)c1c(Cl)cccc1Cl,-3,5,0.1,1,3,18,-16,99,-3.4,1
CS(=O)(=O)c1ccc(Nc2nc(C(N)c3ccccc3)cs2)cc1 (configuration not stated),-2,-4,0.1,-7,x,-2,-6,97,-1.6,1
COc1ccc(CCNC(=O)NC2CCCCC2)cc1OC,3,-5,0.4,-26,2,1,-5,90,2.4,7
S=C(c1ccc(-c2cc(Cl)ccc2Cl)o1)N1CCOCC1,-2,12,-0.2,2,2,0,2,96,0.4,-6
Cc1ccc(O)c(C2=Nc3ccccc3N=C(c3cccc([N+](=O)[O-])c3)C2)c1,x,-2,-0.3,-3,-2,-4,5,98,0.3,2
Nc1ccccc1-c1nnc(SCC(=O)Nc2ccccc2OC(F)F)[nH]c1=O,15,2,-0.3,-3,-9,2,1,103,-0.8,-4
O=C(Cn1[nH]c(=O)c2ccccc2c1=O)NCc1cccnc1,1,1,-0.1,-6,-2,2,4,95,-1.6,0
CCOC(=O)[C@@H]1[C@H]2COc3cc(OC)ccc3[C@@H]2N2C(=O)N(c3ccc(C)cc3)C(=O)[C@@]12C,7,1,-0.1,-1,5,2,-1,95,-0.7,4
COc1ccc(-c2sc3cc(OC)ccc3c2-c2ccc(OCCN3CCCCC3)cc2)cc1,x,31,0.2,4,x,x,x,102,x,25*
COc1ccc2c(C)cc(SCC(=O)c3ccc4c(c3)OCO4)nc2c1,9,-2,0.3,-3,-12,4,-1,108,2.5,5
CN(C)c1ccc(NC2=C([N+](=O)[O-])CS(=O)(=O)C2)cc1,-4,2,-0.1,-5,-13,3,3,99,-2.2,7
Cc1c(Cl)ccc2c(C(N)=O)cc(-c3ccccn3)nc12,-9,0,4.1*,1,-3,-4,-6,100,-1.8,2
COC(=O)c1cc(CSc2ncnc3sccc23)oc1C,-8,2,0.1,6,-2,-2,13,96,-0.8,-9
Cc1c(/C=N/Nc2ccc(C(=O)O)cc2)c2ccccc2n1C,-2,-1,0.1,-2,6,0,1,102,1.2,1
CCOC(=O)[C@]12CCC=C1N(Cc1ccc(Cl)cc1Cl)C(=O)[C@H](CC(=O)NCc1ccccc1)C2,x,28,0.0,-2,x,x,x,99,x,4
CCOC(=O)N1CCN(C(=O)CS(=O)Cc2nc(-c3ccc(C)cc3)oc2C)CC1 (configuration not stated),x,6,1.6,10,-3,2,2,100,-0.2,6
Cc1cc(C(=O)NNc2c(Cl)cccc2Cl)n(C(C)(C)C)n1,0,0,0.0,-6,6,2,-4,96,0.3,-1

# Compound profiles (already shown). Screens in order: Vif inh, Exocytosis inh, aDG glyco up, NOD2-RIPK2 inh, TLR9-MyD88 block, N-glyco inh, MC4R antag cAMP, ABCB6 inh MLPCN, MC4R ag barr, ABHD5-PLIN5 inh
# `COC(=O)c1cc(CSc2ncnc3sccc23)oc1C` is entered as -8, 2, 0.1, 6, -2, -2, 13, 96, -0.8, -9
# `Cc1c(/C=N/Nc2ccc(C(=O)O)cc2)c2ccccc2n1C` is entered as -2, -1, 0.1, -2, 6, 0, 1, 102, 1.2, 1
# `O=C(c1ccc(F)c(S(=O)(=O)N2CCOCC2)c1)N(c1ccccc1)c1ccccn1` is entered as -3, 0, -0.2, 1, -5, 1, 1, 96, -3.7, -6
# `CCOC(=O)N1CCN(C(=O)CS(=O)Cc2nc(-c3ccc(C)cc3)oc2C)CC1` (configuration not stated) is entered as x, 6, 1.6, 10, -3, 2, 2, 100, -0.2, 6

# Later entries
SMILES,Vif inh,Exocytosis inh,aDG glyco up,NOD2-RIPK2 inh,TLR9-MyD88 block,N-glyco inh,MC4R antag cAMP,ABCB6 inh MLPCN,MC4R ag barr,ABHD5-PLIN5 inh
CC(C)(C)OC(=O)N1CCC[C@H]1C(=O)NCc1ccc(F)cc1F,x,-2,0.2,-10,x,x,x,99,x,4
COc1ccc(N(C(=O)c2snc(C(N)=O)c2N)C(C(=O)NCc2ccccc2)c2ccc(F)cc2)c(OC)c1 (configuration not stated),-3,17,0.1,-3,-14,-1,28,97,2.7,-17
CCOc1ccc(NC(=O)C2CC(=O)N(CCc3ccc(OC)c(OC)c3)C2)cc1OCC (configuration not stated),4,0,-0.2,-5,-6,2,11,101,-0.6,-1
CCCN(CCC)CCCNc1ccc2nnc(-c3ccc(F)cc3)n2n1,x,-1,0.1,0,6,5,9,106,0.2,13
CNc1nc2c(Cl)cc(Cl)cc2s1,4,1,-0.1,-5,-6,0,8,98,0.4,1
O=C1CCCCC1c1cccc2ccccc12 (configuration not stated),-1,6,-0.2,2,3,0,-1,87,-2.4,-1
CC(=O)N1CCN(Cc2nc3cc(NC(=O)c4cccc(Br)c4)ccc3n2C)CC1,-1,3,0.2,-7,10,1,3,96,-0.7,-3
CC(C)c1c(C(=O)N/N=C/c2cccc(OCc3ccccc3)c2)nnn1-c1nonc1N,-11,6,0.1,-5,5,4,1,100,0.2,-3
COc1cc(-c2cccc([C@H]3[C@@H]4C=CC[C@@H](C)[C@@H]4C(=O)N3Cc3ccccc3)c2)cc(OC)c1OC,-4,2,0.0,4,-19,1,11,99,-2.7,-6
O=C(/C=C/c1cccc2ccccc12)NCCC1=CCCCC1,2,1,0.7,-7,9,2,0,97,4.0,-6
COc1cccc(NC(=O)C2C3C=CC4(O3)C2C(=O)N(CCN2CCCCC2)C4C(=O)NC2CCCCC2C)c1 (configuration not stated),-5,7,0.0,1,8,-1,4,93,-0.3,-1
COCCCN(C)C1CCN(C(=O)Nc2ccc(F)cc2)CC1,-9,2,-0.1,-9,-3,1,10,99,-0.1,2
CC(C)CC(C(=O)NC1CCCCC1)N(Cc1cccs1)C(=O)c1snc(C(N)=O)c1N (configuration not stated),-2,13,0.3,-1,-2,-1,4,88,4.3,8
CCc1ccccc1OCCCCCNCCO,x,2,0.2,-7,11,-1,3,100,-0.1,6
COCCn1c(=O)[nH]c2cc(C(=O)NCc3cccnc3)ccc2c1=O,x,-2,-0.3,-9,-10,x,-1,99,0.1,-7
Cc1cnn(-c2cc(N/N=C/c3cccc(F)c3)ncn2)c1,5,3,-0.3,6,0,0,0,97,0.3,5
O=C(CN1C(=O)c2cccc3cccc1c23)N1CCN(c2ccc(F)cc2)CC1,12,-4,0.2,0,-5,-1,2,60*,0.1,-3
O=[N+]([O-])c1nn(-c2ccc3c(c2)OCCO3)n(O)c1=NCCCO,2,0,0.3,-8,-13,0,-1,93,-1.4,-2
CN(C(=O)CCn1c(=S)oc2ccccc21)c1ccc(F)cc1,0,-3,0.2,-7,1,-1,3,100,-1.9,6
CC(C)C(=O)N1CCCC1(C)C(=O)N(C)Cc1cccc2ccccc12 (configuration not stated),-6,14,-0.2,-4,x,-1,-2,103,0.6,2
CCn1nc(C(=O)NC2=NCCS2)c2ccccc2c1=O,-6,0,-0.3,-7,-5,2,7,90,-0.2,-6
CCc1nnc(NC(=O)C2CCCN2C(=O)NC2CCCCC2)s1 (configuration not stated),-1,-1,-0.3,0,7,1,-2,85,-2.0,-5
CCOC(=O)Cc1csc(NC(=S)NC(=O)c2ccc(F)cc2)n1,x,-4,-0.2,-6,-5,1,3,99,-3.0,2
Cc1ccc(CNC(=O)CCOc2ccc(C(C)(C)C)cc2)cc1,-1,-2,-0.3,0,6,1,0,96,-0.7,-7
CCOCCc1c(O)nc(SCC(=O)N2CCOCC2)[nH]c1=O,-11,4,-0.1,-5,1,-1,-1,87,-2.1,-2
COC(=O)c1ccc(NS(=O)(=O)c2ccc(SC)cc2)cc1,x,-6,-0.1,-6,-2,1,1,98,-1.5,-7
O=c1[nH]c2ccc(NCc3ccccc3OCc3ccc(Cl)cc3)cc2[nH]1,-5,39,0.2,1,-4,-1,3,89,4.4,-1
CCc1ccc2[nH]c(C(=O)N(C)c3ccc(F)cc3F)cc2c1,-9,-8,0.0,-1,12,-2,5,97,3.4,-2
COCCN(C(=O)CCC(=O)Nc1nccs1)C(C(=O)NCCC(C)C)c1ccc(F)cc1 (configuration not stated),9,0,0.1,3,8,0,2,102,-1.3,-5
CC1CCCC(N2CCN(C(=O)c3ccc(F)cc3)CC2)C1 (configuration not stated),2,10,-0.1,-3,-13,-1,6,102,-1.3,-2
O=C(O)/C=C/C(=O)NC1CCCCC1,15,4,0.0,-26,3,3,4,94,3.0,14
CC(=O)C(C)Oc1ccc2c3c(c(=O)oc2c1)CCCC3 (configuration not stated),0,-1,0.1,-5,-2,2,-2,98,-1.2,-6
O=C(N/N=C/C=C/c1ccc([N+](=O)[O-])cc1)c1cccs1,x,-2,0.4,1,16,-1,-4,114,-1.8,2
CCNC(=O)/C(=C\C=C\c1ccccc1)NC(=O)c1ccc(Br)o1,-2,-5,0.2,3,-6,1,-13,84,-1.2,2
COc1cccc(C(=O)NCCS(=O)(=O)NCc2ccc3c(c2)OCO3)c1,-10,-11,-0.3,-3,2,5,-2,97,-2.5,-2
O=C(CCN1C(=O)C2(OCCO2)c2ccccc21)c1ccccc1,5,1,-0.2,-2,4,-3,-1,94,-1.5,-8
CSc1ccc(/C=C(/Sc2nnc(-c3ccccc3)o2)C(=O)O)cc1,-3,0,-0.6,-6,x,1,15,104,22*,1
FC(F)(F)c1cccc(Cn2nnnc2-c2cccc(C(F)(F)F)c2)c1,-9,-1,1.0,-2,2,-5,1,98,3.2,1
C=CCOc1ccc(C2=NOC(C(=O)Nc3ccc4c(c3)OCCO4)C2)cc1 (configuration not stated),-11,-1,0.0,-20,4,-2,12,101,-1.2,1
C#CCOCCOCCOCCNc1nc(N2CCN(C(=O)C([C@@H](C)O)n3cc([C@@H](N)CCCCN)nn3)CC2)nc(N2CCN(C(=O)[C@H](CCCCN)n3cc([C@@H](N)CC(N)=O)nn3)CC2)n1 (some centres not stated),-9,-6,-0.3,1,3,0,-4,94,-0.8,-12
CNC(=S)N(Cc1ccc(OC)cc1)Cc1cc2cc(C)ccc2[nH]c1=O,2,2,0.1,-9,x,1,13,96,-1.6,-2
O=C(c1ccc(F)cc1)N1CCCC(c2nc(-c3cccs3)no2)C1 (configuration not stated),5,-6,0.3,3,-2,0,9,98,-2.5,-4
CCOC(=O)C1CCCCN1Cc1cccc(OCc2ccccc2)c1 (configuration not stated),-4,30,0.2,0,-12,-2,7,88,2.3,-3
COC(=O)[C@@H]1C[C@H]1[C@@H](NS(=O)(=O)c1ccccc1)c1ccccc1,8,-7,-0.1,-6,-3,-2,2,99,-0.5,7
COc1ccc(-c2c(=O)n(OCc3nc4ccccc4[nH]3)c3ccccc3[n+]2[O-])cc1,0,0,0.1,-1,4,2,0,99,-1.6,10

# Assay outcomes from PubChem BioAssay.

# Some of the compounds tested (hit frequency here may not be typical).
